Screening results (PubChem BioAssay)
Mdm2-MdmX inh: inhibitors of human Mdm2/MdmX interaction | hit rate 3% among 330,000 | SaOS-2 split-luciferase Mdm2/MdmX complementation, luminescence | inhibition, % at 8 µM;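 active = inhibition of at least 50% at 8 µM in the primary screen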
CXCR6 block: inhibitors of human CXCR6 receptor | CHO-K1 PathHunter CXCR6 beta-arrestin, luminescence | inhibition, % at 20 µM | hit rate 0.36% among 360,000; in the data active = inhibition above about 34%, passing the limit was not always enough;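 note: antagonist mode with CXCL16 agonist at 10 nM final; 0% = 10 nM CXCL16 with DMSO and 100% = unstimulated wells without agonist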
Target sequence (O00574 whole entry, looked up): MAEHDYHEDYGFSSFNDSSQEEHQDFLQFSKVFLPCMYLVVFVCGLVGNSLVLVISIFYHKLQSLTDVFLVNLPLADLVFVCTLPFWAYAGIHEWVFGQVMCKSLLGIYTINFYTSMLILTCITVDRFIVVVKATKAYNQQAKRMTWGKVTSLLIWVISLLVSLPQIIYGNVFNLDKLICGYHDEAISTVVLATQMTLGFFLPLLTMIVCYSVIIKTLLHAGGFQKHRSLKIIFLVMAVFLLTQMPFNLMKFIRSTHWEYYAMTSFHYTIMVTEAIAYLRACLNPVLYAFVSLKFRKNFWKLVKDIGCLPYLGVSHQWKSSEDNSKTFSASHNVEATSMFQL
EBI2 antag: EBI2 (human) antagonism. inhibition, % at 5 µM. EBI2 beta-arrestin recruitment, luminescence, 7a,25-OHC stimulated. hit rate 0.81% among 360,000. P32249; in the data active = inhibition above about 38%;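 note: enzyme fragment complementation signal reports receptor beta-arrestin coupling in cells; 0% = agonist plus DMSO wells and 100% = wells without agonist; some results beyond the cut were filed as inactive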
Target sequence (P32249 whole entry, looked up, the tested form may be a part): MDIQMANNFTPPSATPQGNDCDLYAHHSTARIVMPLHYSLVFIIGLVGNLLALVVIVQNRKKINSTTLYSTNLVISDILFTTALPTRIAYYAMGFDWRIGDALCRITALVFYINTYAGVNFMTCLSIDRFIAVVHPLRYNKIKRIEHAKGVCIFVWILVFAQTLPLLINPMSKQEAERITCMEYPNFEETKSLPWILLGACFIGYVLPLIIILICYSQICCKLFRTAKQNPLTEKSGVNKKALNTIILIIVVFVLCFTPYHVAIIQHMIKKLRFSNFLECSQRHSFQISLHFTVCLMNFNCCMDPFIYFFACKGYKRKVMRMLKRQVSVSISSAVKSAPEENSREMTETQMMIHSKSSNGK
CCR6 antag: antagonists of human CCR6 receptor. CHO-K1 CCR6 PathHunter beta-arrestin, luminescence, CCL20-stimulated. inhibition, % at 20 µM. hit rate 0.49% among 340,000;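 active = compounds whose inhibition of the agonist-driven luminescence signal at 20 µM reaches about 50%, limit read from the data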;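 note: cells stimulated with CCL20 at 14 nM final; plate controls were DMSO with CCL20 for no effect and DMSO without agonist for full effect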
Target sequence (P51684 whole entry, looked up): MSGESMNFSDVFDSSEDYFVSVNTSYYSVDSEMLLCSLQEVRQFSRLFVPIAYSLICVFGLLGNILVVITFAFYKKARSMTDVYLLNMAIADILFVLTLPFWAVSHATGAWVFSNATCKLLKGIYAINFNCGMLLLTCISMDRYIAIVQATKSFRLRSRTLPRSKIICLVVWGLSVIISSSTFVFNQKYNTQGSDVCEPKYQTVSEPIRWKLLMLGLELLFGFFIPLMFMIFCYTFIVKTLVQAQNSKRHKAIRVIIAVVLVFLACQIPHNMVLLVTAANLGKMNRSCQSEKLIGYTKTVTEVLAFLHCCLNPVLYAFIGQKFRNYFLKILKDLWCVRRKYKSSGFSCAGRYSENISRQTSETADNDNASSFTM
Jurkat NFkB inh: inhibitors of the PMA/ionomycin-induced NF-kB reporter in Jurkat cells. PMA/ionomycin-induced NF-kB luciferase reporter, luminescence. inhibition, % at 4 µM. hit rate 0.53% among 330,000. AID 435003; in the data active = inhibition above about 50%
697 NFkB inh: inhibitors of the PMA/ionomycin-induced NF-kB reporter in 697 B cells. inhibition, % at 4 µM. 697 B-cell NF-kB luciferase reporter, 16 h. hit rate 0.33% among 330,000; in the data active = inhibition above about 35%
Gli-Sufu block: blocks Gli-Sufu signaling in a luciferase reporter | inhibition, % at 5 µM | hit rate 0.74% among 340,000 | Sufu-KO-LIGHT fibroblasts, Gli luciferase reporter luminescence;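 active = inhibition above about 55%, limit read from the data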;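 note: 0% = DMSO-treated cells and 100% = wells with medium but no cells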
CHOP UPR activ: apoptotic UPR (CHOP) activation. activation, % at 10 µM. hit rate 0.34% among 330,000. CHO-CHOP luciferase reporter, luminescence; percent of tunicamycin response over DMSO baseline. AID 449763;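 active = at 10 µM dose, activation of 40% or more, normalized to positive control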;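 note: 100% = tunicamycin at 10 µg/mL and 0% = DMSO alone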
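System: CHO-CHOP luciferase reporter cell line | Buffer or medium: F12 medium containing 10% fetal bovine serum | Doses: One dose, 10 µM in 0.5% DMSO | Times: 6 h compound exposure at 37 °C after overnight seeding | Signal: Luciferase luminescence | Read-out: % activation vs tunicamycin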
UPR XBP1 act: adaptive UPR (XBP1) activation; CHO-XBP1 luciferase reporter, IRE1-XBP1 UPR activation, luminescence; percent of tunicamycin response, DMSO as zero; activation, % at 20 µM; hit rate 0.33% among 330,000; AID 463104;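 active = versus positive control, 20 µM dose yields 30% or more activation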;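 note: 100% = tunicamycin at 10 µg/mL and 0% = DMSO only wells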
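Test system: CHO-XBP1 luciferase reporter cells | Buffer or medium: Serum-containing F12 medium, 10% FBS | Schedule: 6 h compound exposure at 37 °C, 5% CO2 | Detection: Steady-Glo luciferase glow luminescence, 10 min after reagent addition | Read-out basis: Activation, % of tunicamycin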
Active calls of the source: *; nt = no result given.

SMILES	Mdm2-MdmX inh	CXCR6 block	EBI2 antag	CCR6 antag	Jurkat NFkB inh	697 NFkB inh	Gli-Sufu block	CHOP UPR activ	UPR XBP1 act
COC(=O)C(CCSC)NC(=O)C(NC(=O)C1CCC(C)CC1)C(C)C (stereo unspecified)	6.5	8.6	3.3	1.5	4.7	14.1	9.8	-3.7	0.2
Cc1c(NC(=O)CC2CC(C)OC2=O)c(=O)n(-c2ccccc2)n1C (stereo unspecified)	-10.3	1.4	-16.0	-7.8	9.2	-4.2	9.9	-2.2	-0.3
CC(=O)Nc1cccc(NC(=O)c2ccc([N+](=O)[O-])cc2Cl)c1	-8.0	-10.5	-8.5	5.1	3.5	0.0	-6.9	4.5	-2.0
CCOc1cc(C(=O)Nc2ccc(S(=O)(=O)Nc3cnc4ccccc4n3)cc2)cc(OCC)c1OCC	16.1	3.7	10.2	-0.7	14.5	2.0	4.5	0.5	-0.2
COC(=O)C1C(=O)C=C(Nc2ccc(F)cc2F)CC1c1ccc(OC)cc1 (stereo unspecified)	4.3	-0.3	-3.1	10.7	-14.9	-5.7	-12.6	2.6	1.9
COC(=O)[C@@]1(Cc2ccc(OC)cc2)[C@@H]2[C@@H](CC(=O)[C@H]2CC(=O)C(=O)N(C)C)CN1C(=O)c1ccccc1	8.9	12.0	8.2	-1.3	4.7	14.3	-23.2	-0.5	0.3
Cc1ccc(-c2ccc(C(=O)Nc3ccccc3)o2)c2ccccc12	-36.7	-16.3	-3.1	4.9	-12.1	-30.0	-12.4	0.7	0.8
O=C(NCc1ccc2c(c1)OCO2)Nc1cccc2ccccc12	20.5	2.7	-1.1	3.2	9.0	4.6	-3.8	1.5	-2.4
CCC(C)[C@H](NC(=O)[C@H](Cc1ccccc1)n1c(=O)[nH]c2ccccc2c1=O)C(=O)N1CCC(C(=O)O)CC1 (stereo partly specified)	-8.6	-1.4	-2.0	-3.7	-2.6	-4.9	-7.0	-0.9	0.9
CCOc1ccc(NC(=O)CSc2nc3c([nH]c4ccccc43)c(=O)n2C)cc1	7.5	-5.2	-4.5	-11.8	5.9	15.5	25.9	2.7	1.8
CCN(C(=O)c1ccc(C(C)(C)C)cc1)c1nnc(Cn2nnc3ccccc32)s1	45.8	5.9	5.9	6.6	57.0*	96.1*	60.6*	14.4	-0.1
O=C(N/N=C/c1ccc(OC2CSC2)cc1)c1ccccc1	-33.4	-1.3	10.2	-7.5	-23.4	-24.6	-13.7	0.7	-0.7
O=C(/C=C/c1c(F)cccc1Cl)Nc1ncccn1	-52.6	-8.3	-11.6	2.9	-63.1	-0.5	-33.2	3.5	0.0
CCSc1nc(NCCN(C)C)c2c3c(sc2n1)COC(C)(CC)C3 (stereo unspecified)	22.9	1.8	-2.8	13.8	2.7	-28.2	7.1	2.3	9.8
CCCN(C1CCS(=O)(=O)C1)S(=O)(=O)c1ccc(F)cc1 (stereo unspecified)	18.6	2.6	1.7	2.4	-4.8	19.6	1.6	3.8	-1.9
CCOC(=O)c1ccc(NC(=O)CSc2nnc(COc3ccccc3OC)n2C)cc1	-4.3	2.7	-4.0	-5.3	5.6	19.4	-4.7	1.9	-1.1
CCN(CC)c1ccc(/C=C2/SC(=O)N(C(C)C)C2=O)o1	nt	24.2	42.2*	45.5	nt	nt	-18.0	nt	nt
CSc1ccccc1NC(=O)CN(C)C(=O)/C=C/c1ccccc1	6.4	-3.8	10.2	-2.4	-5.3	-7.0	-24.7	0.8	-0.7
CC(CCc1ccccc1)NC(=O)c1ccc(NC(=O)c2cccc(Br)c2)cc1 (stereo unspecified)	-0.5	-0.2	19.7	9.9	0.7	-9.3	28.7	2.5	5.0
O=C1c2cccc(NCCCNCCO)c2C(=O)c2cccc(NCCCNCCO)c21	nt	19.7	-9.6	32.9	nt	nt	-26.9	nt	nt
Cc1nc2sc3c(c2c(=N)n1N)CCCC3	4.1	3.3	-0.8	6.1	-3.0	10.9	8.9	0.2	1.7
C[C@@H](NC(=O)[C@@H]1Cc2ccccc2CN1C(=O)OC(C)(C)C)C(=O)NC1CCCC1	16.1	-1.0	-9.2	22.5	5.2	-1.6	-13.6	1.8	-1.7
CCn1c(C(=O)N2CCC(C(=O)NCc3ccc(OC)cc3)CC2)cc2sccc21	18.2	-10.2	5.6	9.5	10.4	-5.8	-2.7	-0.4	-5.6
CCOc1ccc(NC(=O)NC2CCOC(C)(C)C2)cc1 (stereo unspecified)	5.6	2.0	-2.6	2.0	-17.1	4.7	-2.1	-1.4	-2.6
Nc1cccc2c1C(=O)N(C(=O)/C=C/c1cccc(F)c1)C2=O	55.5*	50.4*	-0.3	53.0*	15.2	12.8	-1.4	13.6	2.9
The listing continues:
SMILES	Mdm2-MdmX inh	CXCR6 block	EBI2 antag	CCR6 antag	Jurkat NFkB inh	697 NFkB inh	Gli-Sufu block	CHOP UPR activ	UPR XBP1 act
COc1cc(C2c3c(n[nH]c3C)C(=O)N2c2ccc(Br)cc2)ccc1O (stereo unspecified)	55.9*	0.9	-6.2	0.3	7.5	0.9	-0.6	-1.6	0.4
Cc1cccc(CCNc2nc3ccccc3n3nnnc23)c1	0.0	-1.5	-8.7	3.5	-5.9	-12.8	6.7	18.5	1.8
CCOC(=O)c1nn(-c2ccc(OCC)cc2)c(C)c1C(C)=O	-5.4	-15.0	-7.6	13.6	-4.0	-18.2	0.7	1.5	1.1
COc1ccccc1NC(=O)CN1C(=O)CCS(=O)(=O)c2ccccc21	-7.2	-2.9	1.2	-5.9	12.9	22.2	-89.3	1.6	-5.9
O=C(COc1ccc([N+](=O)[O-])cc1)N1CCN(c2nnc(-c3ccccc3)c3ccccc23)CC1	19.3	11.2	68.1*	6.0	9.6	9.4	5.1	-1.5	-5.8
O=C(O)c1cccc(N2C(=O)C3CC=C(Cl)CC3C2=O)c1 (stereo unspecified)	-12.6	3.3	-5.4	-4.9	-16.1	-15.7	-13.6	-2.0	0.9
CCOC(=O)c1cn(CC)c2ccc(S(=O)(=O)N3CCC(C)CC3)cc2c1=O	5.2	-4.4	-4.6	-15.6	-1.6	-0.2	-2.8	-0.2	-2.0
COc1ccc(S(=O)(=O)N2CCN(Cc3ccccc3)CC2)cc1OC	9.2	-7.0	-4.9	15.1	-8.1	-8.8	44.0	-2.8	-1.8
COc1ccc(S(=O)(=O)n2nc(-c3ccc(Cl)cc3)cc2N)cc1OC	34.7	-0.2	4.9	3.0	14.7	3.5	1.4	0.5	-2.7
COc1cccc(-c2noc(C3CCCN(C(=O)c4ccc(F)cc4F)C3)n2)c1 (stereo unspecified)	15.8	-9.5	5.1	5.1	2.1	7.1	-0.9	4.7	-3.9
O=C(COC(=O)c1ccc(Cl)c(S(=O)(=O)N2CCOCC2)c1)Nc1ccc2[nH]c(=O)[nH]c2c1	-9.1	9.2	-10.8	19.5	11.2	12.5	1.4	-1.3	-1.2
CCC(=O)Nc1cccc(-c2cn3cccc(C)c3n2)c1	28.1	-8.9	4.2	4.4	-5.7	-29.5	-30.1	3.9	5.8
CCCCn1c(N)c(N(CC(C)C)C(=O)CSc2ccc([N+](=O)[O-])cc2)c(=O)[nH]c1=O	0.4	5.4	-7.1	11.8	-8.7	3.5	3.1	-0.8	3.9
COC(=O)C1=C(C)N(C(C)c2ccccc2)C(=O)/C1=C\c1ccco1 (stereo unspecified)	2.5	14.6	1.8	32.8	3.0	2.1	-9.8	-0.4	-3.7
Cc1ccc(S(=O)(=O)N2CCCC2CNC(=O)C(=O)Nc2ccccc2)cc1 (stereo unspecified)	38.9	0.5	-0.2	13.7	15.5	-10.2	-10.2	0.3	-5.5
CCn1c(SCc2cccc(F)c2)nc2c(c1=O)SCC2	-24.8	-0.5	-22.3	8.5	-4.7	-28.6	6.0	0.0	0.6
CCOc1ccc(NC(=O)Cc2ccccc2)c([N+](=O)[O-])c1	-9.3	-5.1	-4.1	-7.3	-1.8	9.7	-9.6	2.3	0.3
O=C1Cc2cc(NS(=O)(=O)c3ccc(Cl)cc3)cc3c2N1CCC3	0.0	7.5	-3.3	14.1	20.8	15.1	4.6	0.5	-1.4
O=C1C=CC(=O)N1N(c1ccccc1)c1ccccc1	-1.2	-3.7	2.3	25.6	-3.8	-24.1	-9.6	-0.2	-3.8
CC(=O)C1=C(c2ccc(Br)cc2)C(=O)c2ccccc2C1=O	nt	11.5	10.8	27.1	nt	nt	15.8	nt	nt
O=C(N/N=C/C1CC2CCC1C2)c1c[nH]c2ccccc12 (stereo unspecified)	-31.5	-2.0	-4.9	7.2	-12.9	7.6	-8.0	-2.2	0.7
O=C(NNC(=O)c1ccc(-c2ccccc2)cc1)Nc1ccc(F)cc1F	20.8	-4.4	-8.3	-5.6	-10.7	-4.1	10.2	-0.8	-4.1
COc1cccc(C(=O)/C=C2\NCCc3cc(OC)c(OC)cc32)c1	36.3	-11.1	-5.9	3.2	8.2	17.3	20.1	-0.4	10.5
COC(=O)N/N=C\c1ccccc1OC/C=C/c1ccccc1	16.1	1.4	6.3	5.4	-52.2	-29.0	-83.4	7.3	-4.2
CC(=O)N(c1ccc(N(C(C)=O)S(=O)(=O)c2ccccc2)cc1)S(=O)(=O)c1ccccc1	36.1	6.4	-9.3	-2.2	-10.5	-4.0	-13.1	0.9	-5.0
CCOC(=O)c1cc(C)sc1/N=C/C1C(=O)CCCC1=O	5.8	1.7	-19.9	9.0	9.7	9.3	-12.7	1.3	0.9
Cc1ccccc1Nc1c(-c2cccnc2)nc2ccc(Br)cn12	23.2	0.6	-3.2	8.6	9.5	-6.2	3.9	-2.1	-3.8
O=C(Cc1ccccc1)Nc1cccc(C(=O)N/N=C/c2ccco2)c1	19.0	1.1	-12.5	-14.1	3.7	11.1	-3.8	-0.7	-5.6
O=C(O)c1n[nH]c2c1CCCC2	7.5	-8.5	-12.3	-3.8	-4.3	13.1	0.1	0.3	-9.2

Of the compounds above, seven contain an NH in an aromatic ring:
SMILES	Mdm2-MdmX inh	CXCR6 block	EBI2 antag	CCR6 antag	Jurkat NFkB inh	697 NFkB inh	Gli-Sufu block	CHOP UPR activ	UPR XBP1 act
CCC(C)[C@H](NC(=O)[C@H](Cc1ccccc1)n1c(=O)[nH]c2ccccc2c1=O)C(=O)N1CCC(C(=O)O)CC1 (stereo partly specified)	-8.6	-1.4	-2.0	-3.7	-2.6	-4.9	-7.0	-0.9	0.9
CCOc1ccc(NC(=O)CSc2nc3c([nH]c4ccccc43)c(=O)n2C)cc1	7.5	-5.2	-4.5	-11.8	5.9	15.5	25.9	2.7	1.8
COc1cc(C2c3c(n[nH]c3C)C(=O)N2c2ccc(Br)cc2)ccc1O (stereo unspecified)	55.9*	0.9	-6.2	0.3	7.5	0.9	-0.6	-1.6	0.4
O=C(COC(=O)c1ccc(Cl)c(S(=O)(=O)N2CCOCC2)c1)Nc1ccc2[nH]c(=O)[nH]c2c1	-9.1	9.2	-10.8	19.5	11.2	12.5	1.4	-1.3	-1.2
CCCCn1c(N)c(N(CC(C)C)C(=O)CSc2ccc([N+](=O)[O-])cc2)c(=O)[nH]c1=O	0.4	5.4	-7.1	11.8	-8.7	3.5	3.1	-0.8	3.9
O=C(N/N=C/C1CC2CCC1C2)c1c[nH]c2ccccc12 (stereo unspecified)	-31.5	-2.0	-4.9	7.2	-12.9	7.6	-8.0	-2.2	0.7
O=C(O)c1n[nH]c2c1CCCC2	7.5	-8.5	-12.3	-3.8	-4.3	13.1	0.1	0.3	-9.2

Compounds were not picked by outcome; about 5% have a hit in one of these screens.
